Source: PubChem
KCNQ1 inh: human KCNQ1 channel inhibition | B-score at 10 µM | P51787 | hit rate 1.3% among 310,000 | CHO-K1 KCNQ1, FluxOR thallium flux fluorescence; active compounds read high;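 active = compounds whose thallium flux B-score, printed positive for inhibition, exceeds three library SD while starting fluorescence stays within three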;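 also: channel opened by potassium depolarization with thallium stimulus after 20 min compound exposure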
Target sequence (P51787 whole entry, looked up): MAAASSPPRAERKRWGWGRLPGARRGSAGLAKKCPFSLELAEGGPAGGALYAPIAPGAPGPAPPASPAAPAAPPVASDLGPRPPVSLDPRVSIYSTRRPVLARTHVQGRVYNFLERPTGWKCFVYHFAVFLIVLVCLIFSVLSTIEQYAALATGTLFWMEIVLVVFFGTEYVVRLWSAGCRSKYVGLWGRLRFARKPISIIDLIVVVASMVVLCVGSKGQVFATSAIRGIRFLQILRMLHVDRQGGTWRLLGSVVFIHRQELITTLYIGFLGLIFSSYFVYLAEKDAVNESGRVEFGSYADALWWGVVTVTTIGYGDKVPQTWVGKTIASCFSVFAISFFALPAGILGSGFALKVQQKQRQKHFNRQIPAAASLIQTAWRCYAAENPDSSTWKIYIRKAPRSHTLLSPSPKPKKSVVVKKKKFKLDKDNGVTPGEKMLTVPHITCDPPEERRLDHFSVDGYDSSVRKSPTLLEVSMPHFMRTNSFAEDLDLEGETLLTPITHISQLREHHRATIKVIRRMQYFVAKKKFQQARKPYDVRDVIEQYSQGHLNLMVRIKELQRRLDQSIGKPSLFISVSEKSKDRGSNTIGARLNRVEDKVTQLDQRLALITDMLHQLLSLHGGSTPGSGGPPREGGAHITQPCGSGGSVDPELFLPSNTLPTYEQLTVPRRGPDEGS
DYRK1A inh: Dyrk1A (rat) kinase inhibition; ADP-Glo luminescence, NFATc1 peptide; hit rate 0.43% among 310,000; inhibition, % at 12.5 µM; in the data active = inhibition above about 50%;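 also: plate controls were vehicle with enzyme for no effect and no enzyme for full effect; many of its hits are not listed in these tables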
KCNK9 block: blocks the human KCNK9 two-pore domain potassium channel; HEK293 KCNK9, FluxOR thallium flux fluorescence; active compounds read low; B-score at 10 µM; hit rate 1.2% among 310,000; AID 488922;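 active = ratio B-score over 3 SD below the library mean, with starting fluorescence within 5 SD of its mean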;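 also: negative B-score means less thallium flux so channel inhibition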
KCNK3 block: human KCNK3 channel inhibition, primary screen | CHO-KCNK3 thallium flux, FluxOR fluorescence; active compounds read low | B-score at 10 µM | hit rate 0.84% among 340,000 | AID 602410;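 active = B-score under library mean minus 4 SD, starting fluorescence ratio at most library mean plus 5 SD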;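 also: more negative B-score means stronger inhibition of thallium flux through KCNK3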
Target sequence (O14649 whole entry, looked up): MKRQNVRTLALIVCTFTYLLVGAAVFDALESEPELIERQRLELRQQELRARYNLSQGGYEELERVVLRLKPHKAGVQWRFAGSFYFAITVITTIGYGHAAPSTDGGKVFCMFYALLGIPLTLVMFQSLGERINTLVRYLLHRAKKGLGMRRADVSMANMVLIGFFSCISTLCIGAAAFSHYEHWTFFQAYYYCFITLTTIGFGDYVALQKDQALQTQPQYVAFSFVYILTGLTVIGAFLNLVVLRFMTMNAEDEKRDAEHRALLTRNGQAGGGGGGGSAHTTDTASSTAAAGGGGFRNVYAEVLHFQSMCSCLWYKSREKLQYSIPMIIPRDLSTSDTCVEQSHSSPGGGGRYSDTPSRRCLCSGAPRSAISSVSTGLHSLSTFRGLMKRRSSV
GSK3A inh: blocks human GSK-3 alpha kinase; P49840; ADP-Glo luminescence, 60 min; inhibition, % at 10 µM; hit rate 0.1% among 320,000; AID 2650;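 in the data active = inhibition above about 50%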;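 also: GST-tagged GSK-3 alpha with peptide substrate and 25 µM ATP; 0% = DMSO neutral wells and 100% = GW8510 positive control wells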
HDAC3 inhib: inhibitors of human histone deacetylase 3; AID 2718; O15379; recombinant HDAC3, fluorogenic peptide/trypsin coupled, fluorescence; hit rate 0.15% among 320,000; inhibition, % at 8.3 µM; in the data active = inhibition above about 26%, passing the limit was not always enough
RGS4 act: potentiators or activators of RGS4 | HEK293 M3R/inducible RGS4, carbachol calcium flux Fluo4; active compounds read low | AID 463111 | B-score at 10 µM | hit rate 0.92% among 310,000;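 active = B-score of the integrated calcium signal more than 4 SD below the library mean, with starting fluorescence not abnormally high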;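 also: negative B-score means reduced calcium response which marks RGS4 activation or potentiation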
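test system = M3R-expressing HEK293 line, RGS4 induced by doxycycline | probe or stimulus = carbachol at ECmax as muscarinic agonist stimulus | timing = dye loading 30 min 37 °C, buffer rest 30 min RT | signal = calcium dye Fluo4 fluorescence | evaluation = B score from integrated fluorescence ratio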
hERG rescue: hERG (human) protection from proarrhythmic block; Q12809; CHO-hERG, FluxOR thallium flux, dofetilide IC70 present; activation (rescue from dofetilide block), less the hit threshold, % at 10 µM; hit rate 0.51% among 310,000;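 active = activation above the mean of controls blocked by dofetilide plus 5 SD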;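 also: thallium influx through hERG after potassium depolarization seen as dye fluorescence rise; in these data hits start at about 4.7%; inactives centre near -7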
GSK3beta inhib: inhibitors of human GSK3beta kinase | P49841 | GST-GSK3beta kinase, ADP-Glo luminescence, 60 min; active compounds read low | activity score (negative = inhibition), % at 10 µM | hit rate 0.038% among 300,000 | AID 2097;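 active = more than half of replicate wells score below -50%, meaning over 50% inhibition versus plate controls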;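 also: 0% = median DMSO wells and -100% = median GW8510 positive control wells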
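Test system – GST-tagged human GSK3beta kinase, cell-free · Incubation – 60 min enzyme reaction, room temperature · Signal – ADP-Glo luminescence · Also added – peptide substrate and ATP at 25 µM · Controls – DMSO neutral wells and GW8510 at 20 µM as positive · Buffer or medium – Tris/MgCl2 kinase buffer · Measure – Luminescence-derived activity versus plate DMSO and GW8510 wells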
KCNQ1 act: potentiates or activates the human KCNQ1 potassium channel | CHO-K1 KCNQ1, thallium flux FluxOR fluorescence; active compounds read high | hit rate 0.35% among 310,000 | AID 2648 | B-score at 10 µM | P51787;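 active = fluorescence ratio B-score, a plate-corrected score, at least three library SD, with initial intensity B-score within 5 SD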
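Assay system: CHO-K1 cells stably expressing KCNQ1. Medium: assay buffer for compound exposure, DMSO matched across wells. Timing: 37 °C overnight plating, 90-min dark dye load, 20-min compound pretreatment. Signal: kinetic FluxOR fluorescence, 10 s baseline plus 110 s post-stimulus.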
PolyA inh: yeast polyadenylation inhibition | S. cerevisiae SKY197-pL101 polyadenylation reporter, beta-gal luminescence; efflux-impaired pdr1/pdr3 knockout yeast; score 100 = 6 SD above DMSO | calls only at 12 µM | hit rate 0.02% among 300,000 | AID 1875;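 active = lowest replicate activity score at least 50, where 100 means six control SD above control mean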;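 also: yeast exposed to compound for 9 h at 30 °C; higher score means more reporter readthrough which indicates perturbed polyadenylation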
* hit, by the source's call. The list is partial; rates above refer to the full screens.

Results for Cc1nc2nc(C)c(NS(=O)(=O)c3ccc(CC(C)C)cc3)c(=O)n2[nH]1 ?
KCNQ1 inh: inactive; DYRK1A inh: 1; KCNK9 block: inactive; KCNK3 block: inactive; GSK3A inh: -1; HDAC3 inhib: -4; RGS4 act: inactive; hERG rescue: -5; GSK3beta inhib: -2; KCNQ1 act: inactive; PolyA inh: inactive

What do the screens show for `COC(=O)C1CCN(C(=O)/C=C/c2ccc(OC)cc2)CC1`?
KCNQ1 inh: inactive; DYRK1A inh: -4; KCNK9 block: inactive; KCNK3 block: inactive; GSK3A inh: 1; HDAC3 inhib: 1; RGS4 act: inactive; hERG rescue: -3; GSK3beta inhib: 1; KCNQ1 act: inactive; PolyA inh: inactive

What do the screens show for `COC(=O)[C@@H](Cc1ccccc1)NC(=O)NCCc1c[nH]c2ccccc12`?
KCNQ1 inh: inactive; KCNK9 block: inactive; KCNK3 block: inactive; GSK3A inh: 1; HDAC3 inhib: -1; RGS4 act: inactive; hERG rescue: -8; GSK3beta inhib: -3; KCNQ1 act: inactive; PolyA inh: inactive

What do the screens show for `CCCn1c(CCc2ccccc2)nnc1SCC(=O)N1CCCC1`?
KCNQ1 inh: inactive; DYRK1A inh: -6; KCNK9 block: inactive; KCNK3 block: inactive; GSK3A inh: -7; HDAC3 inhib: -2; RGS4 act: inactive; hERG rescue: -6; GSK3beta inhib: 4; KCNQ1 act: inactive; PolyA inh: inactive

What do the screens show for `CCOC(=O)c1ccc(-c2nnc(-c3ccc(Cl)cc3Cl)o2)cc1`?
KCNQ1 inh: inactive; DYRK1A inh: 2; KCNK9 block: inactive; KCNK3 block: inactive; GSK3A inh: 0; HDAC3 inhib: 1; RGS4 act: inactive; hERG rescue: -12; GSK3beta inhib: -2; KCNQ1 act: inactive; PolyA inh: inactive

Results for CCOc1cccc(/C=N/N2CCN(c3ccc(Cl)cc3)CC2)c1O ?
KCNQ1 inh: inactive; DYRK1A inh: -3; KCNK9 block: inactive; KCNK3 block: inactive; GSK3A inh: -4; HDAC3 inhib: 11; RGS4 act: inactive; hERG rescue: -6; GSK3beta inhib: -2; KCNQ1 act: inactive; PolyA inh: inactive

Results for CCOC(=O)N1CCC(N2C(=O)c3ccc(C(=O)Nc4ccc(OC)c(OC)c4)cc3C2=O)CC1 ?
KCNQ1 inh: inactive; DYRK1A inh: 0; KCNK9 block: inactive; KCNK3 block: inactive; GSK3A inh: -2; HDAC3 inhib: -1; RGS4 act: inactive; hERG rescue: -7; GSK3beta inhib: -1; KCNQ1 act: inactive; PolyA inh: inactive

What do the screens show for `CN(Cc1cnccn1)C(=O)c1cc(COc2cccc(C(F)(F)F)c2)on1`?
KCNQ1 inh: inactive; DYRK1A inh: 1; KCNK9 block: inactive; KCNK3 block: inactive; RGS4 act: inactive; hERG rescue: -4; GSK3beta inhib: 3; KCNQ1 act: inactive; PolyA inh: inactive

What do the screens show for `CN(Cc1cc([N+](=O)[O-])ccc1Cl)C(=O)C[n+]1ccccc1`?
KCNQ1 inh: inactive; DYRK1A inh: -4; KCNK9 block: inactive; KCNK3 block: inactive; GSK3A inh: 1; HDAC3 inhib: -9; RGS4 act: inactive; hERG rescue: -1; GSK3beta inhib: 1; KCNQ1 act: inactive; PolyA inh: inactive

How did COc1cccc(NC(=O)CNS(=O)(=O)c2ccc3nc(C)sc3c2)c1 do in these assays?
KCNQ1 inh: inactive; DYRK1A inh: -2; KCNK9 block: inactive; KCNK3 block: inactive; HDAC3 inhib: 1; RGS4 act: inactive; hERG rescue: -6; GSK3beta inhib: 1; KCNQ1 act: inactive; PolyA inh: inactive

What do the screens show for `O=S(=O)(Nn1cnnc1)c1ccc2ccccc2c1`?
KCNQ1 inh: inactive; DYRK1A inh: 1; KCNK9 block: inactive; KCNK3 block: inactive; GSK3A inh: -2; HDAC3 inhib: 0; RGS4 act: inactive; hERG rescue: -11; GSK3beta inhib: 0; KCNQ1 act: inactive; PolyA inh: inactive

Results for Cc1ccc(-c2nc(Cl)nc3ccccc23)cc1 ?
KCNQ1 inh: inactive; DYRK1A inh: -3; KCNK9 block: inactive; KCNK3 block: inactive; GSK3A inh: 2; HDAC3 inhib: 5; RGS4 act: inactive; hERG rescue: -1; GSK3beta inhib: 2; KCNQ1 act: inactive; PolyA inh: inactive

How did Cc1ccc(S(=O)(=O)n2nnc3ccccc32)c(C)c1C do in these assays?
KCNQ1 inh: inactive; DYRK1A inh: -2; KCNK9 block: inactive; KCNK3 block: inactive; GSK3A inh: -3; HDAC3 inhib: 1; RGS4 act: inactive; hERG rescue: -2; GSK3beta inhib: -1; KCNQ1 act: inactive; PolyA inh: inactive

How did Cc1cc(Nc2ccccc2)n(C(=O)c2ccc(Cl)cc2)n1 do in these assays?
KCNQ1 inh: inactive; KCNK9 block: -6.6*; KCNK3 block: inactive; GSK3A inh: 0; HDAC3 inhib: 2; RGS4 act: inactive; hERG rescue: -7; GSK3beta inhib: 2; KCNQ1 act: inactive; PolyA inh: inactive

Results for COc1ccc(C(=O)N2CCN(Cc3cc(OC)ccc3OC)CC2)cc1 ?
KCNQ1 inh: inactive; DYRK1A inh: 18; KCNK9 block: inactive; KCNK3 block: inactive; GSK3A inh: 0; HDAC3 inhib: -7; RGS4 act: inactive; hERG rescue: -14; GSK3beta inhib: 0; KCNQ1 act: inactive; PolyA inh: inactive

What do the screens show for `N/C(=N\OC(=O)c1ccccc1)c1cccnc1`?
KCNQ1 inh: inactive; DYRK1A inh: -1; KCNK9 block: inactive; KCNK3 block: inactive; GSK3A inh: -4; HDAC3 inhib: 0; RGS4 act: inactive; hERG rescue: -6; GSK3beta inhib: -2; KCNQ1 act: inactive; PolyA inh: inactive

How did O=C(c1ccc(CN2CCc3ccccc3C2)cc1)N1CCCCC1 do in these assays?
KCNQ1 inh: inactive; DYRK1A inh: -4; KCNK9 block: inactive; KCNK3 block: inactive; GSK3A inh: -2; HDAC3 inhib: 1; RGS4 act: inactive; hERG rescue: -6; GSK3beta inhib: -2; KCNQ1 act: inactive; PolyA inh: inactive

What do the screens show for `O=C(NCc1cccs1)c1cc2ccccc2o1`?
KCNQ1 inh: inactive; DYRK1A inh: 12; KCNK9 block: inactive; KCNK3 block: inactive; GSK3A inh: 0; HDAC3 inhib: 1; RGS4 act: inactive; hERG rescue: -13; GSK3beta inhib: -2; KCNQ1 act: inactive; PolyA inh: inactive

Results for COc1ccc(C2c3ccc4ccccc4c3Oc3ncn(CCCO)c(=N)c32)cc1OC (centres undefined) ?
KCNQ1 inh: inactive; KCNK9 block: inactive; KCNK3 block: inactive; GSK3A inh: 2; HDAC3 inhib: 9; RGS4 act: inactive; hERG rescue: -12; GSK3beta inhib: -2; KCNQ1 act: 9*; PolyA inh: inactive

What do the screens show for `CC(=O)N=C1C=CC(=CN(O)C(C)(C)Cc2ccccc2)C=C1`?
KCNQ1 inh: inactive; DYRK1A inh: 1; KCNK9 block: inactive; KCNK3 block: inactive; GSK3A inh: -1; HDAC3 inhib: 4; RGS4 act: inactive; hERG rescue: -12; GSK3beta inhib: 3; KCNQ1 act: inactive

How did CCOC(=O)[C@@H]1[C@H]2COc3cc(OC)ccc3[C@@H]2N2C(=O)N(c3ccc(Cl)cc3)C(=O)[C@@]12C do in these assays?
KCNQ1 inh: inactive; DYRK1A inh: 7; KCNK9 block: inactive; KCNK3 block: inactive; GSK3A inh: -2; HDAC3 inhib: 2; RGS4 act: inactive; hERG rescue: -11; GSK3beta inhib: -1; KCNQ1 act: inactive; PolyA inh: inactive

What do the screens show for `CCCc1cc(=O)oc2cc(C)cc(OC(C)C(=O)NCC(O)c3ccccc3)c12` (centres undefined)?
KCNQ1 inh: inactive; DYRK1A inh: -4; KCNK9 block: inactive; KCNK3 block: inactive; GSK3A inh: 0; HDAC3 inhib: -15; RGS4 act: inactive; hERG rescue: -7; GSK3beta inhib: -1; KCNQ1 act: inactive; PolyA inh: inactive

Results for CC1=C(C(=O)c2ccccc2)C(c2cn(-c3ccccc3)nc2-c2ccc(Cl)cc2)NC(=S)N1 (centres undefined) ?
KCNQ1 inh: inactive; DYRK1A inh: -6; KCNK9 block: inactive; KCNK3 block: inactive; GSK3A inh: -3; HDAC3 inhib: -2; RGS4 act: inactive; hERG rescue: -10; GSK3beta inhib: 0; KCNQ1 act: inactive; PolyA inh: inactive

What do the screens show for `COc1ccc(C2CN=NC23CCCc2ccccc2C3=O)cc1` (centres undefined)?
KCNQ1 inh: inactive; DYRK1A inh: 1; KCNK9 block: inactive; KCNK3 block: inactive; GSK3A inh: -3; HDAC3 inhib: -10; RGS4 act: inactive; hERG rescue: -12; GSK3beta inhib: -1; KCNQ1 act: inactive; PolyA inh: inactive

What do the screens show for `COc1ccc(C(=O)Nc2cc3c(cc2C#N)OCO3)cc1S(=O)(=O)NCc1ccco1`?
KCNQ1 inh: inactive; DYRK1A inh: -6; KCNK9 block: inactive; KCNK3 block: inactive; GSK3A inh: -1; HDAC3 inhib: 6; RGS4 act: inactive; hERG rescue: -4; GSK3beta inhib: 4; KCNQ1 act: inactive; PolyA inh: inactive

Results for Cc1ccc(F)c(NC(=O)c2ccc(Cn3cc(Cl)cn3)cc2)c1 ?
KCNQ1 inh: inactive; DYRK1A inh: -1; KCNK9 block: inactive; KCNK3 block: inactive; GSK3A inh: 0; HDAC3 inhib: 1; RGS4 act: inactive; hERG rescue: -10; GSK3beta inhib: 3; KCNQ1 act: inactive; PolyA inh: inactive

Part of the list above in order of length of the SMILES, falling:
Results for CC1=C(C(=O)c2ccccc2)C(c2cn(-c3ccccc3)nc2-c2ccc(Cl)cc2)NC(=S)N1 (centres undefined) ?
KCNQ1 inh: inactive; DYRK1A inh: -6; KCNK9 block: inactive; KCNK3 block: inactive; GSK3A inh: -3; HDAC3 inhib: -2; RGS4 act: inactive; hERG rescue: -10; GSK3beta inhib: 0; KCNQ1 act: inactive; PolyA inh: inactive

What do the screens show for `COc1ccc(C(=O)Nc2cc3c(cc2C#N)OCO3)cc1S(=O)(=O)NCc1ccco1`?
KCNQ1 inh: inactive; DYRK1A inh: -6; KCNK9 block: inactive; KCNK3 block: inactive; GSK3A inh: -1; HDAC3 inhib: 6; RGS4 act: inactive; hERG rescue: -4; GSK3beta inhib: 4; KCNQ1 act: inactive; PolyA inh: inactive

What do the screens show for `CC(=O)N=C1C=CC(=CN(O)C(C)(C)Cc2ccccc2)C=C1`?
KCNQ1 inh: inactive; DYRK1A inh: 1; KCNK9 block: inactive; KCNK3 block: inactive; GSK3A inh: -1; HDAC3 inhib: 4; RGS4 act: inactive; hERG rescue: -12; GSK3beta inhib: 3; KCNQ1 act: inactive
